GLP-1R agonist: agonists of human GLP-1 receptor; HEK293 GLP-1R CRE-luciferase, luminescence, 4-6 h; cells express a hypersensitive GLP-1R form; Potency, µM (titrated, usually from 45.6 µM), for inactives: top-dose activation, most hits filed as activators; 380,000 compounds, 0.007% hits; AID 624172; also: potency is read from the fitted curve at half-maximal effect; % of control where 0% means no effect
Target sequence (P43220 whole entry, looked up): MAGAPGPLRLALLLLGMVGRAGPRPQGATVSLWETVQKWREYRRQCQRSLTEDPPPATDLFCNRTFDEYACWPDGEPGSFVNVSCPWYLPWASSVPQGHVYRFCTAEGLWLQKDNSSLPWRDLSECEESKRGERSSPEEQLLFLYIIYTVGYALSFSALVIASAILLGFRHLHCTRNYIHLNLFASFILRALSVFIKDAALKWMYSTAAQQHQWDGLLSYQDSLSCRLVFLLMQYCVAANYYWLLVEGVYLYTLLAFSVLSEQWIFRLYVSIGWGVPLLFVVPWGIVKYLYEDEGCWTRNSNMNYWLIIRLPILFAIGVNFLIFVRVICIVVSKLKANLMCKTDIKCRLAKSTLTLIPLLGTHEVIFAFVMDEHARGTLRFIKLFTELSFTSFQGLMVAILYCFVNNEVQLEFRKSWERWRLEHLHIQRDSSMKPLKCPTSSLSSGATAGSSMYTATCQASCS
D3 ag: D3 dopamine receptor (human) agonism; D3R DiscoveRx beta-arrestin cells, luminescence, 90 min; max activation, %; P35462; AID 652048; 410,000 compounds, 0.58% hits; in the data active = max activation above about 30%; also: 0% is about no effect; mostly tested at two doses, the higher about 12 µM
Target sequence (P35462 whole entry, looked up): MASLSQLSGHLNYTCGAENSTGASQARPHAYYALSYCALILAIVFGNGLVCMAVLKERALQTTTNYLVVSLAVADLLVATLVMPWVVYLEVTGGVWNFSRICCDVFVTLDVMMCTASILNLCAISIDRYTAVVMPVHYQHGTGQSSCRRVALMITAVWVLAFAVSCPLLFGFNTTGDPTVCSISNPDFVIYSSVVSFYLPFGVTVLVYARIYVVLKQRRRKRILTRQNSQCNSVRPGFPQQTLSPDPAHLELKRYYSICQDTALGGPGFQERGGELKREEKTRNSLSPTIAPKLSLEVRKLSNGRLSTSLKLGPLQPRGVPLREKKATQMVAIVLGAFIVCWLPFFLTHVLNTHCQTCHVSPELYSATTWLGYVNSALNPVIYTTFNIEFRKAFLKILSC
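Cells at 1500/well, incubated overnight, then treated with pinned compounds (dopamine as control) for 90 min at 37 degrees C. DiscoveRx reagent added for 30 - 60 minutes at room temperature; luminescence read.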
HT1080 IDH1KD tx: HT-1080 IDH1 knockdown cell toxicity (counter line). HT-1080 IDH1 knockdown viability, ATP luminescence, 48 h. Potency, µM (top dose mostly 46.1 µM), for inactives: at the highest dose activity, negative = toxicity, actives largely listed as cytotoxic. 360,000 compounds, 2% hits. AID 686971;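 also: potency is read from the fitted curve at half-maximal effect; 0% = DMSO wells and -100% = cell-free medium wells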
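IDH1KD HT-1080 cells, 750/well, RPMI + 5% FBS; compound pinned after 2 h settling; 48 h, 37 °C; CellTiter-Glo luminescence; % activity normalised to DMSO and no-cell wells; curves fitted, classed by r2 and efficacy.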
KB-V1 cytotox: KB-V1 MDR subline cytotoxicity; 400,000 compounds, 3.4% hits; KB-V1 MDR cells viability, CellTiter-Glo, 72 h; Potency, µM (highest dose often 46.1 µM), inactives show at the top dose activity change, negative = cytotoxicity, most hits filed as cytotoxic; also: potency is read from the fitted curve at half-maximal effect; % is scaled to controls: 0 for no effect and ±100 for the full control effect; nearly all actives have a fitted effect of over 60% in size
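KB-V1 MDR subline cells in DMEM (phenol-red free, 10% FBS) exposed to compounds in qHTS concentration series for 72 h at 37 degrees C. Viability read by CellTiter-Glo luminescence; concentration-effect curves fitted after normalization and correction.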
HT1080NT lethal: kills 2HG-producing HT-1080-NT fibrosarcoma cells. HT-1080-NT fibrosarcoma viability, CellTiter-Glo ATP luminescence, 48 h. Potency, µM (highest dose often 46.1 µM), for inactives: at the highest dose activity, negative = less viability, hits mostly cytotoxic. 360,000 compounds, 1.6% hits. AID 686970;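 also: NT is the 2HG producing partner of a matched IDH1 knockdown line; potency is read from the fitted curve at half-maximal effect; 0% = DMSO-treated cells and -100% = media-only wells without cells; nearly all actives have a fitted effect of over 55% in size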
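Viability of the 2HG-overproducing fibrosarcoma line after 48 hours of compound exposure at 37 degrees C was determined by luminescence with CellTiter-Glo, and concentration-effect curves were then fitted and categorized.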
KB-3-1 cytotox: KB-3-1 parental cell cytotoxicity; KB-3-1 viability, CellTiter-Glo ATP luminescence, 72 h; Potency, µM (top dose mostly 46.1 µM), for inactives: top-dose activity change, negative = cytotoxic, actives largely listed as cytotoxic; 400,000 compounds, 1.4% hits; also: potency is read from the fitted curve at half-maximal effect; % is scaled to controls: 0 for no effect and ±100 for the full control effect; nearly all actives have a fitted effect of over 60% in size
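Parental KB-3-1 viability, qHTS format: 72 h compound exposure, 37 °C; CellTiter-Glo; media-only wells and DMSO plates as controls; concentration-effect fits on corrected data.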
IL-1B inflam inh: inflammasome signaling inhibition, IL-1 beta readout; THP-1 LPS/ATP IL-1B secretion, AlphaLISA, 16 h; active compounds read low; AID 743279; 360,000 compounds, 4.7% hits; activity change, % at 57.5 µM; in the data active = activity change below about -50%; inconclusive = mostly about -30% to -49%; also: % is scaled to controls: 0 for no effect and ±100 for the full control effect
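THP-1 cells pretreated 1 hr with compounds (up to 57.5 uM final), then stimulated with LPS (250 ng/mL final) plus ATP (1.25 mM final); secreted IL-1B measured by AlphaLISA after 16 hr, decreased signal indicating inhibition.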
SW480 rerep: DNA re-replication induction in SW480 cells. SW480 DNA re-replication, Hoechst DNA content imaging, 48 h. Potency, µM (series often up to 46.1 µM), without a hit: at the top dose re-replication activation, actives largely listed as activators. 340,000 compounds, 1.8% hits. AID 624297; also: potency is read from the fitted curve at half-maximal effect; % of control where 0% means no effect; nearly all actives have a fitted effect of over 55% in size
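Readout is total intensity of Hoechst-stained nuclei, excited at 405 nm and collected at 500-530 nm. Compound treatment lasted 48 hr at 37 C in 5% CO2 before staining.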
D3 antag: blocks the human D3 dopamine receptor | D3R cells, DiscoveRx beta-arrestin luminescence, antagonist mode; active compounds read low | max response, negative = inhibition, % | P35462 | 360,000 compounds, 2.5% hits; in the data active = max response below about -50%; inconclusive = no clear call, values can overlap the other calls; also: % is scaled to controls: 0 for no effect and ±100 for the full control effect; mostly tested at two doses, the higher about 12 µM
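Cells plated overnight at 1500 cells/well, then exposed to library compounds with dopamine controls for 90 minutes at 37 degrees C. DiscoveRx reagent added for 30–60 minutes at room temperature; luminescence read, quantitative HTS format.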
* marks the source's active call; other numbers are inactive results; ? = inconclusive; · = not tested or not shown; & = joins results of further samples; [ ] = remark or other dose. Unless noted, calls follow the shape of the dose curve; as a rule, active = well fitted curve in the direction sought with a large enough effect; inconclusive = small, poorly fitted or top-dose-only effect, or another doubt; inactive = no such curve, though single readings can be large; an effect the other way counts as inactive or inconclusive. Not a hit list; any-hit rate near 12%.

SMILES	HT1080 IDH1KD tx	IL-1B inflam inh	HT1080NT lethal	SW480 rerep	KB-V1 cytotox	KB-3-1 cytotox	D3 antag	D3 ag	GLP-1R agonist
COC(=O)c1ccc(/C=N/NC(=O)C(=O)N2CCCCCC2)cc1	2%	5	2%	-3%	28%	2%	13	-5	5%
COCc1cc(CNC(=O)C2CCC(=O)N(Cc3cccc(OC)c3)C2)[nH]n1 (stereo not drawn)	9%	3	0%	0%	18%	-2%	3	1	0%
CC(Sc1nnc(Nc2ccccc2)s1)C(=O)Nc1nc(-c2ccccc2)cs1 (stereo not drawn)	?	-14	?	9%	0%	?	-2	1	1%
CCC(c1nnnn1C1CCCC1)N1CCN(C/C=C/c2ccccc2)CC1 (stereo not drawn)	2%	7	13%	·	-12%	0%	-61*	-11	-6%
CCOC(=O)c1sc(-c2ccc(Br)cc2)cc1N	?	0	4%	?	-22%	-16%	58	5	9%
CCN1C(=O)[C@@H]2[C@@H](c3ccc(-c4cc(C(C)=O)cs4)cc3)N3CCC[C@@]3(C(=O)OC)[C@@H]2C1=O	1%	5	-5%	1%	-4%	-3%	-8	9	4%
COc1ccc(CN2c3c(Br)cccc3C(=O)CS2(=O)=O)cc1	?	-4	23µM*	?	4%	-11%	6	5	0%
CN(C)N1C(N)=C(C#N)C(c2ccsc2)C2=C1CCCC2=O (stereo not drawn)	0%	-6	1%	-2%	15%	-4%	8	-1	-2%
O=C(Nc1cc(Cl)ccc1N1CCOCC1)c1cc2ccccc2o1	-6%	32	7%	-2%	?	-2%	-7	-4	-1%
Cc1cn2c(nc1=O)OC1C(O)C(COC(=O)c3ccccc3)OC12 (stereo not drawn)	4%	10	-8%	4%	5%	12%	-9	1	-3%
CCOc1ccc(CN2CCNC(=O)C2CC(=O)NCc2ccccn2)cc1 (stereo not drawn)	10%	21	19%	-10%	3%	2%	6	3	1%
O=C(NCCC1=CCCCC1)C(=O)NCCc1ccc(Cl)cc1	10%	9	12%	-11%	11%	14%	4	-3	-4%

SMILES	HT1080 IDH1KD tx	IL-1B inflam inh	HT1080NT lethal	SW480 rerep	KB-V1 cytotox	KB-3-1 cytotox	D3 antag	D3 ag	GLP-1R agonist
CCn1c(NCc2cccc(OC)c2OC)nc2ccccc21	15%	-24	-1%	-16%	-2%	-2%	-27	-7	-1%
COc1ccc(CN2CCSCC2)c(C)c1C	10%	5	16%	1%	-16%	-9%	?	-10	-2%
CC(=O)C1=C(C)Nc2ncnn2C1c1ccc(Br)cc1 (stereo not drawn)	0%	17	-2%	-31%[inhibitor]	?	-1%	6	-12	11%
CC1(C(=O)NC(=S)N(CCC#N)c2ccccc2)CC1(Cl)Cl (stereo not drawn)	0%	0	5%	-7%	0%	3%	-14	-6	-10%
N#Cc1c(-c2ccncc2)cc(-c2ccc(F)cc2)nc1N	-3%	-26	-4%	1%	7%	12%	5	0	18%
CCC(=O)N1CCC(c2ccc(OC)cc2)=N1	5%	-6	9%	-16%	2%	1%	3	1	8%
COC(=O)[C@@]1(C)[C@H]2C(=O)N(C)C(=O)[C@H]2[C@H]2CN=C(SCC(=O)c3ccccc3)N21	-13%	-17	-8%	?	-4%	0%	6	-11	-10%
Oc1ccc(-c2nc3ccccc3s2)cc1	-2%	14	-16%	-2%	?	-12%	6	-8	3%
C[C@@H]1CN([C@H](C)CO)S(=O)(=O)c2ccc(C#CCN(C)C)cc2O[C@@H]1CN(C)Cc1ccccc1F	2%	-21	2%	·	19%	10%	15	4	-5%
O=C(CC(c1ccccc1)c1ccccc1O)NCc1ccccc1Cl (stereo not drawn)	-25%	?	-25%	0%	-8%	-12%	5	1	-10%
CC1CCCCC1NC(=S)NC(=O)c1ccccc1Cl (stereo not drawn)	-7%	34	0%	2%	3%	-19%	?	-11	11%
Cc1nn(C)c(C)c1CCC(=O)N1CCCC(Nc2ccc(C(C)C)cc2)C1 (stereo not drawn)	-10%	48	-3%	-26%	-6%	19%	6	1	1%

Full records as entered above. Screens in order: HT1080 IDH1KD tx	IL-1B inflam inh	HT1080NT lethal	SW480 rerep	KB-V1 cytotox	KB-3-1 cytotox	D3 antag	D3 ag	GLP-1R agonist
`CC1CCCCC1NC(=S)NC(=O)c1ccccc1Cl` (stereo not drawn) is entered as -7%	34	0%	2%	3%	-19%	?	-11	11%
`N#Cc1c(-c2ccncc2)cc(-c2ccc(F)cc2)nc1N` is entered as -3%	-26	-4%	1%	7%	12%	5	0	18%

The results go on.
SMILES	HT1080 IDH1KD tx	IL-1B inflam inh	HT1080NT lethal	SW480 rerep	KB-V1 cytotox	KB-3-1 cytotox	D3 antag	D3 ag	GLP-1R agonist
O=C(/C=C/c1c(F)cccc1Cl)Nc1ccncc1	20%	20	17%	0%	5%	-9%	19	2	11%
COc1ccc(C(Cl)=C(C=O)c2ccc(OC)c(OC)c2)cc1OC	-19%	?	2%	·	-24%	-26%	15	9	7%
CCOC(=O)CSc1nc2ccccc2n2c(C)nnc12	4%	13	11%	-4%	10%&7%	7%&11%	-25	13&11	24%
Cc1c(CNCc2cccs2)c(C(=O)O)c(C)n1Cc1ccccc1	6%	-1	7%	-1%	25%	16%	-6	-8	-1%
CCN1CCC2(CC1)N=C(c1ccc(F)cc1)C(=S)N2	13%	-6	29%	?	12%	-1%	3	4	1%
COc1cc(C)c(Cl)c(C)c1S(=O)(=O)NC1CC(C)(C)NC(C)(C)C1	-21%	-16	?	?	26%	-1%	3	-1	-2%
CC(OC(=O)c1ncc(Cl)c(Cl)c1Cl)C(=O)NC1CCCCC1C (stereo not drawn)	1%	?	3%	-5%	?	21%	1	0	1%
c1ccc(CCC2CCCCN2Cc2nc(-c3ccc4c(c3)OCO4)no2)nc1 (stereo not drawn)	-14%	-28	-26%	-15%	-7%	?	2	3	26%
O=C1NC2C3CC(c4ccccc43)C12 (stereo not drawn)	-3%	-28	1%	·	3%	1%	-1	2	-4%
O=C(OC(C(=O)Nc1ccc(Cl)cc1C(F)(F)F)c1ccccc1)C1=COCCO1 (stereo not drawn)	1%	-8	6%	-6%	-19%	18%	-1	-1	6%
O=C(CN1CCOCC1)Nc1ccc(S(=O)(=O)NC2CCCCC2)cc1	7%	28	3%	?	?	-23%	15	2	3%
CCCn1c(=O)c2c(nc(Br)n2CCC)n(C)c1=O	8%	20	-6%	-18%	-20%	0%	-2	1	14%

SMILES	HT1080 IDH1KD tx	IL-1B inflam inh	HT1080NT lethal	SW480 rerep	KB-V1 cytotox	KB-3-1 cytotox	D3 antag	D3 ag	GLP-1R agonist
COc1cc(C(=O)NCCNC(=O)c2cnccn2)cc(OC)c1OC	3%	24	13%	2%	12%	1%	-4	18	9%
Cc1cc(C(=O)N2CCN(S(C)(=O)=O)CC2)sc1-c1ccccc1	3%	4	-1%	2%	0%	0%	-10	-5	1%
CCCCNC(=O)C1(C)CCCCN1C(=O)c1c(Cl)cccc1Cl (stereo not drawn)	6%	21	?	·	2%	0%	16	6	1%
Clc1ccccc1-c1nnc2sc(CCc3ccccc3)nn12	2%	0	5%	5%	?	17%	-14	9	9%
Cc1ccccc1OCc1nnc(SCC(=O)Nc2ccc3nc(SCC(=O)NC(C)(C)C)sc3c2)n1C	-16%	-11	-6%	1%	-16%	-7%	9	22	-1%
COc1cc(NC(=O)CCNC(=O)Cn2ccc3ccccc3c2=O)cc(OC)c1OC	17%	1	20%	-4%	13%&0%	11%&8%	10	-12&8	0%
Cc1ccc(Oc2nc3c(c(=O)n(Cc4ccccc4Cl)c(=O)n3C)n2C)cc1C	·	·	·	·	-4%	-2%	·	8	0%
Cc1cc(O)c(C(C)C)cc1N=Cc1ccc(N(C)C)cc1	2%	-8	5%	?	·	·	?	-19	-13%
Cc1nc(C(=O)N2CCCC(N3CCN(c4ccccc4C)CC3)C2)cs1 (stereo not drawn)	3%	4	0%	-2%	·	·	6	-12	4%
O=C(Nc1ccc(OCc2ccccc2)cc1)c1cccs1	-21%	-11	-27%	0%	5%	-1%	-14	-2	1%
CC1(C)CC(=O)C(C=NCCN2CCN(C3CC(=O)N(c4cccc(Br)c4)C3=O)CC2)=C(O)C1 (stereo not drawn)	1%	21	-8%	-6%	2%	-4%	15	-6	-10%
O=C(CSc1nnnn1-c1ccc2c(c1)OCCO2)OC1CCCCC1	-7%	1	1%	14%	3%	14%	-7	3	20%

SMILES	HT1080 IDH1KD tx	IL-1B inflam inh	HT1080NT lethal	SW480 rerep	KB-V1 cytotox	KB-3-1 cytotox	D3 antag	D3 ag	GLP-1R agonist
Cc1ccc(C(=O)N2CCN(C34CC5CC(CC(C5)C3)C4)CC2)o1	1%	5	0%	6%	-5%	-4%	-5	-10	2%
Cc1ccc(S(=O)(=O)NN=Cc2ccc(N3CCOCC3)cc2)cc1[N+](=O)[O-]	0%	-23	6%	2%	-19%	-5%	-23	2	-1%
COc1cccc(CCNC(=O)c2ccc(C#N)cc2)c1	16%	-8	11%	-2%	23%	-5%	-19	-7	-5%
Cc1ccc(Cl)cc1NC(=O)CC1NC2CCCCC2NC1=O (stereo not drawn)	-1%	-10	7%	0%	-10%	6%	0	5	-8%
CC1CCCCN1S(=O)(=O)c1cccc(S(=O)(=O)N2CCOCC2)c1 (stereo not drawn)	10%	-7	2%	-4%	0%	0%	0	9	13%
CCc1nnc(NS(=O)(=O)c2ccc(NCc3cc(Cl)ccc3O)cc2)s1	-10%	17	-2%	-24%	-5%	-8%	14	1	1%
Cn1c(=O)c(-c2ccccc2)c(O)c2ccccc21	14%	15	21%	1%	2%	4%	22	0	0%
Nc1nc(-c2ccc(Cl)cc2)nn1C(=O)c1cccnc1	0%	-5	2%	-10%	9%	2%	5	14	10%
O=C(CSCCO)Nc1cccc([N+](=O)[O-])c1	2%	0	14%	2%	?	-8%	-16	-4	1%
O=C(COc1ccccc1)NCC(c1ccco1)N1CCN(c2ccccc2F)CC1 (stereo not drawn)	?	-14	-18%	?	15µM*	?	-3	18	17%
COc1cccc(OC)c1C(=O)OCC(=O)NC1CCCCCC1	0%	11	-5%	-2%	0%	-2%	-1	0	5%
